Screens (PubChem BioAssay)
HIF-2a inh: blocks HIF-2a reporter activity; 786-0 RCC cells HIF-2a reporter, luciferase luminescence, overnight; inhibition, % at 18.8 µM; hit rate 0.72% among 360,000;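 active means inhibition of the luminescence signal of 40% or more relative to plate controls, in a single-dose primary screen at 18.75 µM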
NR2E3 ag-1: NR2E3 (human) agonism. AID 2300. Q9Y5X4. inhibition of corepressor binding, % at 4.78 µM. GST-NR2E3/biotin-RetCOR TR-FRET, 1536-well. hit rate 0.12% among 320,000;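 active means percent inhibition above the cutoff of mean plus 3 SD of all tested compounds, set per screening campaign, cut at about 20% in these data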;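 further: 0% = DMSO wells and 100% = biotin wells as full block of FRET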
Target sequence (Q9Y5X4 whole entry, looked up): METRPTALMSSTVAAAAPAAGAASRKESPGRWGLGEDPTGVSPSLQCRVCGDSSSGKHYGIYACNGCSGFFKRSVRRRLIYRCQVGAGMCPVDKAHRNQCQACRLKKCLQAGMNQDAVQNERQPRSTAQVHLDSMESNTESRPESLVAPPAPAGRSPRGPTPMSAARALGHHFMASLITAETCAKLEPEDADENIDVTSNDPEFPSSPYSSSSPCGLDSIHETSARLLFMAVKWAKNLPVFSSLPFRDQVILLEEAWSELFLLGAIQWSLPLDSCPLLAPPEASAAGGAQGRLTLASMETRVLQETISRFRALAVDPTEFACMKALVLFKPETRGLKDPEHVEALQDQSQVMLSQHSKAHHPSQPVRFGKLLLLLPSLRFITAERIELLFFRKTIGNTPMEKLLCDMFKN
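Material: NR2E3–RetCOR corepressor complex | Quantity: 1.35 nM GST-tagged NR2E3 final | Schedule: 5 h at 4 °C | Replication: Singlicate compound wells | Reagent: RetCOR corepressor, biotinylated, 7 nM | Controls: Biotin wells as high control, 0.6% DMSO wells as low control | Signal: TR-FRET, Eu(K)-anti-GST donor, streptavidin-D2 acceptor, ex 340, em 617/671 nm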
aDG glyco up: increases alpha dystroglycan glycosylation. Pro5-aDG cells, alpha-DG glycosylation AlphaScreen (IIH6); 0% Pro5, 100% B10-LARGE cell signal. hit rate 0.22% among 360,000. activation, % at 10 µM;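 active means activation of at least 8% versus controls, or a plate z-score of at least 8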;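 further: Pro5 are CHO cells carrying HIG-tagged alpha-DG that lacks glycosylation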
iPSC survival up: enhancers of human iPSC single-cell survival. AID 602274. hiPSC single-cell survival, ATPlite luminescence; 100% = ROCK inhibitor wells, 0% = DMSO. hit rate 0.044% among 360,000. survival enhancement, % at 20 µM; in the data active means survival enhancement above about 18%;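 further: cells exposed to compounds for 16 hours before the ATP read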
NR2E3 ag-2: activates human NR2E3 receptor; CHO-S Gal4-NCOR/VP16-NR2E3 two-hybrid, luciferase; inhibition of corepressor binding, % at 3.98 µM; hit rate 0.35% among 360,000; AID 602229;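 active means inhibition above the mean of all tested compounds plus 3 SD, cut at about 70% in these data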;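 further: 0% = DMSO with NR2E3 transfected cells and 100% = cells lacking NR2E3 construct; higher means lower luciferase signal from less NR2E3 corepressor binding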
Vif imaging: blocks HIV Vif function; inhibition, % at 7.49 µM; HEK293T cells, Vif self-association by quenched fluorescence, imaging, 24 h; hit rate 0.35% among 340,000; in the data active means inhibition above about 50%, passing the limit was not always enough; inconclusive means no clear call, values can overlap the other calls; inactive means below about 31%; further: some results filed as inactive read as strong as hits
Peg3 prom inh: reduces Peg3 promoter-driven luciferase expression in HeLa | HeLa PEG-Prom luciferase reporter, luminescence, overnight | inhibition, % at 20 µM | hit rate 1.7% among 360,000 | AID 588405;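 active means inhibition of at least 50% at 20 µM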
PDI inh: blocks human protein disulfide isomerase activity; hit rate 0.052% among 350,000; inhibition, % at 10 µM; AID 588391; PDI insulin aggregation turbidity, A650, 90 min; P07237;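 active means mean inhibition across replicates of 30% or more, whatever share of single replicates reach that level; inconclusive means mean inhibition below 30% while every single replicate reaches 30%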;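 further: absorbance from insulin aggregation driven by PDI reduction with DTT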
Target sequence (P07237 whole entry, looked up): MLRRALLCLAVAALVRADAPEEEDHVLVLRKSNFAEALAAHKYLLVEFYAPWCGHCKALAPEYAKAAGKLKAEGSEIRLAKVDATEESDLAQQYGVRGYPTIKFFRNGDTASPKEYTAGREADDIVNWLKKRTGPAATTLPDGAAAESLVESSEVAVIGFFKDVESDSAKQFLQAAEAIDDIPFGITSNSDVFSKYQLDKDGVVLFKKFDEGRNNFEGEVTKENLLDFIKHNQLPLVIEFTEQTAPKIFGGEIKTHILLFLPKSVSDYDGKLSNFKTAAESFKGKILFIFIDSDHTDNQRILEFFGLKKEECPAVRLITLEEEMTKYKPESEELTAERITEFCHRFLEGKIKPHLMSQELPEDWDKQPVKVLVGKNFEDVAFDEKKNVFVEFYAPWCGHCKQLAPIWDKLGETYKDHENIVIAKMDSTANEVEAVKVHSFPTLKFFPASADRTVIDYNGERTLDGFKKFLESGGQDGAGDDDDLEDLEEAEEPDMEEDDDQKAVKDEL
MITF TRPM1 inh: MITF TRPM1 promoter inhibition in SK-MEL-5 cells | inhibition, % at 12.5 µM | AID 488899 | SK-MEL-5 TRPM1 promoter luciferase, 24 h | hit rate 0.83% among 330,000;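 active means mean inhibition across replicates of 60% or more, whatever share of single replicates reaches that level; inconclusive means some that reach 60%, reason not given; inactive means mean inhibition across replicates below 60%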; further: values of inactives mirror those of a sister screen read the other way
Granule exo inh: blocks lytic granule exocytosis | AID 651702 | TALL-104 LAMP-1 surface exposure, flow cytometry; cells stimulated with thapsigargin and PMA | hit rate 0.66% among 360,000 | inhibition, % at 10 µM;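 active means inhibition above about 55%, limit read from the data; inconclusive means no clear call, values can overlap the other calls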
CaV13 FRET inh: Primary screen for inhibitors of IQ motif and Ca2+-dependent inactivation inhibitor domain binding in CACNA1D, Förster resonance energy transfer in living cells, …; AID 743397; inhibition, % at 12.3 µM; HEK cells, CFP/YFP FRET ICDI-IQ, plate reader, 10 min; percent FRET-ratio fall versus neutral wells; hit rate 0.098% among 340,000;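 active means mean replicate inhibition of at least 30% and at least 1% of replicates passing that level; inconclusive means only one of the two criteria is met; inactive means neither criterion is met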;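 further: 0% = median of the neutral control wells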
Active calls of the source: *.

Results for CCc1nc2ccc(C(=O)NCc3ccc(OC)cc3)cn2c1N(CC)Cc1cccc(Br)c1 ?
HIF-2a inh: 10; aDG glyco up: 0.1; iPSC survival up: -0.3; NR2E3 ag-2: -13; Vif imaging: 4; Peg3 prom inh: 19; PDI inh: 19; Granule exo inh: 3; CaV13 FRET inh: -7

Results for O=C1CC(c2ccc3c(c2)OCCO3)Oc2ccccc21 (configuration not stated) ?
HIF-2a inh: -241; NR2E3 ag-1: 3; aDG glyco up: 0.2; iPSC survival up: -0.4; NR2E3 ag-2: -70; Vif imaging: -4; Peg3 prom inh: -334; PDI inh: 2; MITF TRPM1 inh: -99; Granule exo inh: 8; CaV13 FRET inh: -3

How did CC1(C(=O)NS(=O)(=O)c2ccccc2)CCN1C(=O)Cc1cccs1 (configuration not stated) do in these assays?
HIF-2a inh: 6; aDG glyco up: -0.2; iPSC survival up: -3.2; NR2E3 ag-2: -1; Vif imaging: 10; Peg3 prom inh: 6; PDI inh: 4; Granule exo inh: 0; CaV13 FRET inh: -18

Results for CCCOC(=O)c1ccc(NC(=O)C2C3CCC(C3)C2C(=O)O)cc1 (configuration not stated) ?
HIF-2a inh: -30; NR2E3 ag-1: -2; aDG glyco up: -0.2; iPSC survival up: -0.3; NR2E3 ag-2: -33; Vif imaging: 3; Peg3 prom inh: -78; PDI inh: 0; MITF TRPM1 inh: -16; Granule exo inh: -2; CaV13 FRET inh: -17

What do the screens show for `CCOC(=O)C1CCCN(CC(=O)c2ccc(F)cc2)C1` (configuration not stated)?
HIF-2a inh: -4; NR2E3 ag-1: -5; aDG glyco up: 0.2; iPSC survival up: -0.4; NR2E3 ag-2: -19; Vif imaging: 17; Peg3 prom inh: 4; PDI inh: -1; MITF TRPM1 inh: -5; Granule exo inh: -4; CaV13 FRET inh: -18

Results for Cc1ccc(NC(=O)C2COc3ccccc3O2)cc1S(=O)(=O)N1CCCCC1 (configuration not stated) ?
HIF-2a inh: -56; NR2E3 ag-1: -6; aDG glyco up: 0.2; iPSC survival up: -0.5; NR2E3 ag-2: -13; Vif imaging: -30; Peg3 prom inh: -26; PDI inh: -5; MITF TRPM1 inh: -7; Granule exo inh: -1; CaV13 FRET inh: -5

How did CSc1nc2ccc3nc(NC(=O)c4ccc(Cl)s4)sc3c2s1 do in these assays?
HIF-2a inh: -28; NR2E3 ag-1: 5; aDG glyco up: -0.2; iPSC survival up: -1.0; NR2E3 ag-2: -31; Vif imaging: 10; Peg3 prom inh: -27; PDI inh: -4; MITF TRPM1 inh: -15; Granule exo inh: 5

What do the screens show for `Cc1cc(C(=O)NC2CCCC2)c2ccccc2n1`?
HIF-2a inh: -1; NR2E3 ag-1: -1; aDG glyco up: -0.1; iPSC survival up: -0.6; NR2E3 ag-2: -22; Vif imaging: -4; Peg3 prom inh: 9; PDI inh: 7; MITF TRPM1 inh: -3; Granule exo inh: -4; CaV13 FRET inh: -7

How did COc1ccc(-c2noc(CCC(=O)NC3CCCCCC3)n2)cc1OC do in these assays?
HIF-2a inh: -22; aDG glyco up: 0.3; iPSC survival up: 1.7; NR2E3 ag-2: -6; Vif imaging: -6; Peg3 prom inh: -12; PDI inh: 22; Granule exo inh: -3; CaV13 FRET inh: -11

What do the screens show for `c1coc(CN2CNc3nc4ccccc4n3C2)c1`?
HIF-2a inh: 20; NR2E3 ag-1: 0; aDG glyco up: -0.1; iPSC survival up: -0.3; NR2E3 ag-2: 10; Vif imaging: -25; Peg3 prom inh: 5; PDI inh: -8; MITF TRPM1 inh: -10; Granule exo inh: -8; CaV13 FRET inh: -18

What do the screens show for `COc1ccc(N(CC(=O)N/N=C/c2cccnc2)S(=O)(=O)c2ccccc2)c(OC)c1`?
HIF-2a inh: 16; NR2E3 ag-1: 0; aDG glyco up: -0.1; iPSC survival up: 0.2; NR2E3 ag-2: -22; Vif imaging: 0; Peg3 prom inh: 3; PDI inh: -5; MITF TRPM1 inh: -4; Granule exo inh: -3

How did CCOC(=O)C1=C(C)N(CC)C(=S)NC1c1ccccc1OC(F)F (configuration not stated) do in these assays?
HIF-2a inh: 15; NR2E3 ag-1: 3; aDG glyco up: 0.2; iPSC survival up: 1.3; NR2E3 ag-2: 23; Vif imaging: -4; Peg3 prom inh: 17; PDI inh: -8; MITF TRPM1 inh: 10; Granule exo inh: -2; CaV13 FRET inh: -2

What do the screens show for `O=C(NCCc1ccccc1)C1CCC(CNS(=O)(=O)c2ccc(F)cc2)CC1` (configuration not stated)?
HIF-2a inh: -51; NR2E3 ag-1: 2; aDG glyco up: -0.1; iPSC survival up: -0.4; NR2E3 ag-2: -30; Vif imaging: 25; Peg3 prom inh: -45; PDI inh: 2; MITF TRPM1 inh: -23; Granule exo inh: inconclusive; CaV13 FRET inh: -3

How did O=c1ccc2c(-c3ccccc3S(=O)(=O)O)c3ccc(O)c(O)c3oc-2c1O do in these assays?
HIF-2a inh: 31; NR2E3 ag-1: 14; aDG glyco up: 0.0; iPSC survival up: -0.4; NR2E3 ag-2: -42; Vif imaging: -5; Peg3 prom inh: 40; PDI inh: 6; MITF TRPM1 inh: 46; Granule exo inh: 6; CaV13 FRET inh: -7

How did Cc1sc2nc(SCC(=O)Nc3ccc(S(N)(=O)=O)cc3)[nH]c(=O)c2c1C do in these assays?
HIF-2a inh: 19; NR2E3 ag-1: 0; aDG glyco up: -0.1; iPSC survival up: -0.3; NR2E3 ag-2: 9; Peg3 prom inh: 1; PDI inh: 7; MITF TRPM1 inh: -2; Granule exo inh: -14; CaV13 FRET inh: -5

What do the screens show for `CCOc1ccc(N=C2Sc3nc4ccc(C)cc4cc3CN2CCOC)cc1`?
HIF-2a inh: -2; NR2E3 ag-1: 1; aDG glyco up: -0.2; iPSC survival up: -2.4; NR2E3 ag-2: -21; Vif imaging: 2; Peg3 prom inh: -21; PDI inh: 7; MITF TRPM1 inh: -4; Granule exo inh: 2; CaV13 FRET inh: -5

Results for O=C(NCC(c1ccco1)N1CCCCC1)c1ccc(S(=O)(=O)Nc2ccccc2)cc1 (configuration not stated) ?
HIF-2a inh: 7; NR2E3 ag-1: 1; aDG glyco up: 0.5; iPSC survival up: 0.8; NR2E3 ag-2: -20; Vif imaging: -9; Peg3 prom inh: 15; PDI inh: 8; MITF TRPM1 inh: -4; Granule exo inh: -7; CaV13 FRET inh: -15

Results for O=C(CSCc1ccc(Cl)cc1)NN=C1CCCC1 ?
HIF-2a inh: 10; NR2E3 ag-1: -1; aDG glyco up: -0.1; iPSC survival up: 0.1; NR2E3 ag-2: -12; Vif imaging: 3; Peg3 prom inh: 1; PDI inh: 17; MITF TRPM1 inh: -7; Granule exo inh: -2; CaV13 FRET inh: -3

How did CC1(C)CC(=O)C(C=NCCC2=CCCCC2)=C(O)C1 do in these assays?
HIF-2a inh: -15; NR2E3 ag-1: -1; aDG glyco up: 2.9; iPSC survival up: -1.5; NR2E3 ag-2: -9; Vif imaging: -4; Peg3 prom inh: 8; PDI inh: -6; MITF TRPM1 inh: 6; Granule exo inh: -2; CaV13 FRET inh: -5

Results for O=C(O)CCC(=O)Nc1ccc(S(=O)(=O)N2CCCC2)cc1 ?
HIF-2a inh: -25; NR2E3 ag-1: 1; aDG glyco up: -0.3; iPSC survival up: 0.9; NR2E3 ag-2: -8; Vif imaging: 0; Peg3 prom inh: -64; PDI inh: 14; MITF TRPM1 inh: -8; Granule exo inh: 1; CaV13 FRET inh: -4

Results for CCOc1ccc(CNCc2ccc(C(=O)O)cc2)cc1OC ?
HIF-2a inh: 19; NR2E3 ag-1: 0; aDG glyco up: -0.4; iPSC survival up: -1.8; NR2E3 ag-2: 5; Vif imaging: 6; Peg3 prom inh: 2; PDI inh: 4; MITF TRPM1 inh: 1; Granule exo inh: 0; CaV13 FRET inh: -4

What do the screens show for `CN(C(=O)COC(=O)c1ccccc1NC(=O)c1ccco1)C1CCS(=O)(=O)C1` (configuration not stated)?
HIF-2a inh: 13; NR2E3 ag-1: -2; aDG glyco up: -0.5; iPSC survival up: 0.1; NR2E3 ag-2: -3; Vif imaging: -7; Peg3 prom inh: 10; PDI inh: 0; MITF TRPM1 inh: 5; Granule exo inh: -4; CaV13 FRET inh: -2

Results for O=C(CSc1ncccn1)Nc1ncc(C(F)(F)F)cc1Cl ?
HIF-2a inh: 12; NR2E3 ag-1: 0; aDG glyco up: -0.7; iPSC survival up: 3.7; NR2E3 ag-2: -8; Vif imaging: 3; Peg3 prom inh: 7; PDI inh: 1; MITF TRPM1 inh: 9; Granule exo inh: 0; CaV13 FRET inh: 4

Results for Cn1c(CNC(=O)c2cccs2)nnc1SCC(=O)Nc1ccc(Cl)cc1 ?
HIF-2a inh: 14; NR2E3 ag-1: 2; aDG glyco up: -0.3; iPSC survival up: -1.5; NR2E3 ag-2: -3; Vif imaging: 5; Peg3 prom inh: 1; PDI inh: 12; MITF TRPM1 inh: 6; Granule exo inh: 4; CaV13 FRET inh: -6

How did O=C(NCc1ccccn1)c1n[nH]c(=O)c2ccccc12 do in these assays?
HIF-2a inh: 6; NR2E3 ag-1: 5; aDG glyco up: -0.2; iPSC survival up: 5.6; NR2E3 ag-2: -11; Vif imaging: 1; Peg3 prom inh: 1; PDI inh: 6; MITF TRPM1 inh: -2; Granule exo inh: -3; CaV13 FRET inh: -15

How did CC(C)NC(=O)C1(C)CCN1C(=O)C(c1ccccc1)c1ccccc1 (configuration not stated) do in these assays?
HIF-2a inh: 9; aDG glyco up: -0.5; iPSC survival up: 5.1; NR2E3 ag-2: -10; Vif imaging: 8; Peg3 prom inh: 3; PDI inh: -1; Granule exo inh: -7; CaV13 FRET inh: -4

How did O=c1[nH]c(C2CCN(S(=O)(=O)/C=C/c3ccccc3)CC2)nc2c1nnn2Cc1ccccc1 do in these assays?
HIF-2a inh: 10; NR2E3 ag-1: 3; aDG glyco up: -0.1; iPSC survival up: 2.6; NR2E3 ag-2: -32; Vif imaging: -6; Peg3 prom inh: 23; PDI inh: -21; MITF TRPM1 inh: 11; Granule exo inh: -3; CaV13 FRET inh: -18

Results for O=C(Nc1ccc(O)cc1)/C(=C\c1ccncc1)NC(=O)c1ccccc1 ?
HIF-2a inh: 12; NR2E3 ag-1: 3; aDG glyco up: 0.9; iPSC survival up: -0.4; NR2E3 ag-2: 3; Vif imaging: -5; Peg3 prom inh: 11; PDI inh: 2; MITF TRPM1 inh: 2; Granule exo inh: -3; CaV13 FRET inh: -3
